Compound activity as filed in PubChem BioAssay.
HT1080 IDH1KD tx: kills HT-1080 cells with IDH1 knockdown; HT-1080 IDH1 knockdown viability, ATP luminescence, 48 h; Potency, µM (doses to about 46.1 µM), for the others: at the highest dose activity, negative = toxicity, hits mostly cytotoxic; 2% of 360,000 active; AID 686971;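 also: potency is read from the fitted curve at half-maximal effect; 0% = DMSO wells and -100% = cell-free medium wells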
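Assay cells: HT-1080 with IDH1 knockdown, 750 per well, RPMI/5% FBS. Exposure: 48 h at 37 °C following 2 h pre-incubation. Read: CellTiter-Glo luminescence; fitted concentration-response, curve class assigned.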
KB-V1 MDR tox: kills drug-selected multidrug resistant KB-V1 cells | KB-V1 MDR cells viability, CellTiter-Glo, 72 h | Potency, µM (series often up to 46.1 µM), inactives show at the highest dose activity change, negative = cytotoxicity, actives largely listed as cytotoxic | 3.4% of 400,000 active; also: potency is read from the fitted curve at half-maximal effect; % is scaled to controls: 0 for no effect and ±100 for the full control effect; nearly all actives have a fitted effect of over 60% in size
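Potencies derive from concentration-effect curves fitted to normalized luminescence (CellTiter-Glo) of KB-V1 cells treated for 72 h at 37 degrees C in phenol-red-free DMEM containing 10% FBS.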
KB-3-1 tox: KB-3-1 parental cell cytotoxicity; KB-3-1 viability, CellTiter-Glo ATP luminescence, 72 h; Potency, µM (titrated, usually from 46.1 µM), for inactives: at the top dose activity change, negative = cytotoxic, hits mostly cytotoxic; 1.4% of 400,000 active; AID 1347075; also: potency is read from the fitted curve at half-maximal effect; % is scaled to controls: 0 for no effect and ±100 for the full control effect; nearly all actives have a fitted effect of over 60% in size
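Cytotoxicity in the drug-sensitive parental line KB-3-1 was scored as loss of CellTiter-Glo luminescence following 72 h incubation with compound. Values come from curve fitting of normalized concentration-response data.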
HT1080-NT tox: kills 2HG-producing HT-1080-NT fibrosarcoma cells | HT-1080-NT fibrosarcoma viability, CellTiter-Glo ATP luminescence, 48 h | Potency, µM (highest dose often 46.1 µM), inactives show at the top dose activity, negative = less viability, actives largely listed as cytotoxic | 1.6% of 360,000 active;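 also: NT is the 2HG producing partner of a matched IDH1 knockdown line; potency is read from the fitted curve at half-maximal effect; 0% = DMSO-treated cells and -100% = media-only wells without cells; nearly all actives have a fitted effect of over 55% in size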
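Fibrosarcoma NT cells, 750 per well in 5% FBS RPMI, were exposed to compound for 48 hours. Viability: CellTiter-Glo luminescence.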
IL-1B inflam inh: inflammasome signaling inhibition, IL-1 beta readout. THP-1 LPS/ATP IL-1B secretion, AlphaLISA, 16 h; stronger effect = lower value. activity change, % at 57.5 µM. 4.7% of 360,000 active. AID 743279; in the data active = activity change below about -50%; inconclusive = mostly about -30% to -49%; also: % is scaled to controls: 0 for no effect and ±100 for the full control effect
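Secreted IL-1B measured by AlphaLISA bead assay after 16 h compound exposure of THP-1 cells; compounds (final up to 57.5 uM) added 1 h before LPS (250 ng/mL) and ATP (1.25 mM) stimulation; lower signal means less secretion.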
MCF10A rerep: DNA re-replication induction in MCF 10a cells. MCF 10A DNA re-replication, Hoechst nuclear intensity, 48 h. Potency, µM (series often up to 46.1 µM), without a hit: at the highest dose activity, positive = re-replication, hits mostly activators. 2.9% of 350,000 active. AID 624296; also: potency is read from the fitted curve at half-maximal effect; % of control where 0% means no effect; nearly all actives have a fitted effect of over 50% in size
WRN inhibitor: WRN helicase (human) inhibition; Q14191; WRN helicase unwinding, fluorescent forked duplex, kinetic; 0.46% of 360,000 active; Potency, µM (doses to about 114 µM), for inactives: at the highest dose activity change, negative = inhibition, usual class: inhibitors; also: potency is read from the fitted curve at half-maximal effect; % is scaled to controls: 0 for no effect and ±100 for the full control effect; nearly all actives have a fitted effect of over 55% in size
Target sequence (Q14191 whole entry, looked up): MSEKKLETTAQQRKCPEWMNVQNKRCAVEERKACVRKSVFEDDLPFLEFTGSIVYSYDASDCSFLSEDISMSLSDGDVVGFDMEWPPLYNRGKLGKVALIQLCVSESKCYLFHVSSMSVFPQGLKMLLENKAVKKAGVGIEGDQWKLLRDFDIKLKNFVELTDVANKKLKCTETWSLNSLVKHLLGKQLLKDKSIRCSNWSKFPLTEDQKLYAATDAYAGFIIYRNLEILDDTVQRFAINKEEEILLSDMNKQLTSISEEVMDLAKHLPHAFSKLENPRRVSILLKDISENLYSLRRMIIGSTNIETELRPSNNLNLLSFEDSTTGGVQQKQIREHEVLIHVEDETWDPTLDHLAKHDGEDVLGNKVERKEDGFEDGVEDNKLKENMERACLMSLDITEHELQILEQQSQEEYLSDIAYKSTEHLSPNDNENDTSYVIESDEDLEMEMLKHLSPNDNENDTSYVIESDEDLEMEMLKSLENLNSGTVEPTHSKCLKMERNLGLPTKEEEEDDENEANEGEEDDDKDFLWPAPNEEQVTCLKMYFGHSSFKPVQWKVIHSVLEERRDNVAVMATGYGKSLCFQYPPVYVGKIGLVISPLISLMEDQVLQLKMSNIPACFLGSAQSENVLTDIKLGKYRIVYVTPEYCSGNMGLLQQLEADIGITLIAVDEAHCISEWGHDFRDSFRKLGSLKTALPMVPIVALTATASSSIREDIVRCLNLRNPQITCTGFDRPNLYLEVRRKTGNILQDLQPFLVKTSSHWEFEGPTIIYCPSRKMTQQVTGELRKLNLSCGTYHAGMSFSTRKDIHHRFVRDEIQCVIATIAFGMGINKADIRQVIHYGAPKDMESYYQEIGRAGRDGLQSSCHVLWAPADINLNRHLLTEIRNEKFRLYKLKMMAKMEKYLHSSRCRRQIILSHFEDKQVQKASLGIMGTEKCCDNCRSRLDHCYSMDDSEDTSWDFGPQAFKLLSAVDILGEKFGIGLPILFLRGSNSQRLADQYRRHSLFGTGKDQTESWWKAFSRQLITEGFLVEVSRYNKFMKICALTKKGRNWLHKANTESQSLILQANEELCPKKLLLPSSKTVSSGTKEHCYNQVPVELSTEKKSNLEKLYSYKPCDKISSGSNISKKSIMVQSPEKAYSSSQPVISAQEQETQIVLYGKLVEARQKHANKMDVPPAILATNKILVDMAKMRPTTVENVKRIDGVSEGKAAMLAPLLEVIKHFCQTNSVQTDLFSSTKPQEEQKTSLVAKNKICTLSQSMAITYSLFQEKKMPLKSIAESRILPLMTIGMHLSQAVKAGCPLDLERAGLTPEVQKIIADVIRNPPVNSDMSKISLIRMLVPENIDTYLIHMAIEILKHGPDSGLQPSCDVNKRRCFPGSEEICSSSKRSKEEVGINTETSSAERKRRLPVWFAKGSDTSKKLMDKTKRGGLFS
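WRN at 20 nM final preincubated with compound 15 min at room temperature; reaction started with 100 nM fluorophore/quencher forked duplex oligonucleotide and 2 mM ATP final. Unwinding followed kinetically by red fluorescence (ex 525, em 598 nm).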
ATXN2 expr inh: reduces ATXN2 reporter expression in HEK-293 cells; HEK-293 ATXN2-luciferase reporter, luminescence, 24 h; Potency, µM (highest dose often 57 µM), without a hit: at the top dose activity change, negative = inhibition, hits mostly inhibitors; 0.72% of 360,000 active; AID 1745845; also: potency is read from the fitted curve at half-maximal effect; % is scaled to controls: 0 for no effect and ±100 for the full control effect; nearly all actives have a fitted effect of over 55% in size
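ATXN2-luciferase reporter cells (luciferase flanked by upstream and downstream ATXN2 gene portions) were treated 24 h at 37 °C with compounds at up to 57 uM. SteadyGlo luminescence gave expression; GF-AFC fluorescence gave viability.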
SW480 rereplic: induces DNA re-replication in SW480 colon adenocarcinoma cells. SW480 DNA re-replication, Hoechst DNA content imaging, 48 h. Potency, µM (highest dose often 46.1 µM), without a hit: top-dose re-replication activation, usual class: activators. 1.8% of 340,000 active; also: potency is read from the fitted curve at half-maximal effect; % of control where 0% means no effect; nearly all actives have a fitted effect of over 55% in size
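Per well, 250 cells were exposed to pinned compound for 48 hr. Nuclear DNA was visualised with Hoechst (40 min, 37 C) and total object intensity recorded by fluorescence scanning.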
Numbers without * were called inactive; i = inactive; ? = inconclusive; . = not tested or not shown; & = joins results of further samples; [ ] = another dose, or the depositor's remark. Unless noted, calls follow the shape of the dose curve; as a rule, active = well fitted curve in the direction sought with a large enough effect; inconclusive = small, poorly fitted or top-dose-only effect, or another doubt; inactive = no such curve, though single readings can be large; an effect the other way counts as inactive or inconclusive.

Screens in order – WRN inhibitor	SW480 rereplic	HT1080 IDH1KD tx	ATXN2 expr inh	IL-1B inflam inh	KB-V1 MDR tox	HT1080-NT tox	KB-3-1 tox	MCF10A rerep
CC(CCc1ccccc1)NC(=O)CCNC(=O)Cn1ccc2ccccc2c1=O (stereo not drawn)
    4%	?	-1%	3%	-4	0%	3%	2%	-35%[inhibitor]
CCN(CC)C(=O)C(=O)N/N=C/c1cccs1
    -5%	-3%	-2%	10%	18	3%	1%	-17%	-14%
Cc1[nH]ccc2c1[nH]c1cc(=O)ccc12
    18%	17%	?	-20%	-26	-14%	?	-2%	?
OCC[C@@H]1NCc2cc(CO)cc(-c3ccccc3)c21
    -4%	-3%	7%	0%	?	0%	4%	0%	0%
O=C(O)c1ccc2c(c1)C(=O)N(C(Cc1ccc(O)cc1)C(=O)O)C2=O (stereo not drawn)
    1%	0%	24%	5%	-2	?	8%	12%	354%[0.0737 µM]
O=C(N/N=C/c1cccc([N+](=O)[O-])c1)c1ccc2nc[nH]c2c1
    -11%	-4%	-7%	-4%	-18	10%	-9%	-20%	-2%
CCOc1ccc(CCNC(=O)c2ccc(NC3=NC4CS(=O)(=O)CC4S3)cc2)cc1 (stereo not drawn)
    3%	-15%	2%	2%	-11	0%	-1%	11%	0%
CC1=C(C(=O)OCc2ccccc2)N2C(=O)[C@@H](NC(=O)COc3ccccc3)[C@H]2SC1
    -2%	-2%	0%	0%	-3	-2%&-6%	4%	-6%&2%	-15%
CCCCC1CC2=C(C(=O)OC(C)(C)O2)C(c2ccc3ccccc3c2)O1 (stereo not drawn)
    -8%	.	?	?	0	-12%	?	0%	.
Cc1cc(C)c(-c2csc(NC(=O)C3=NN(c4ccccc4)C(=O)CC3)n2)c(C)c1
    -3%	24%	-17%	.	31	-18%	-10%	?	19%
CN(C)C(CNC(=O)c1ccc2c(=O)n(-c3ccccc3F)c(=S)[nH]c2c1)Cc1ccccc1 (stereo not drawn)
    -1%	1%	-25%	-7%	-16	-18%	0%	-11%	3%
Cc1cc(C)n(/N=C/c2ccccc2)c(=O)c1C#N
    -4%	-3%	24%	3%	-5	14%	9%	2%	-1%
O=C(Nc1ccc(N2CCN(Cc3ccccc3F)CC2)cc1)c1ccc([N+](=O)[O-])o1
    -6%	?	-6%	-4%	-103*	15µM*	15µM*	?	2.1µM*
COc1ccc(-c2c(-c3ccccc3OC)sc3ccccc23)cc1OC
    -10%	8%	-10%	4%	-3	?	-19%	?	-1%
O=C(O)C(Cc1ccccc1)N1C(=O)c2ccccc2C1=O (stereo not drawn)
    8%	-6%	12%	-1%	-1	12%	22%	13%	0%
Cc1cc(NS(=O)(=O)c2ccc(NC(=O)c3ccc(Cl)nc3)cc2)nc(C)n1
    -1%	.	-4%	.	-2	23%	-2%	-11%	.
N#Cc1ccccc1S(=O)(=O)N1CCN(Cc2c(O)ccc3ccccc23)CC1
    -3%	-8%	-4%	2%	3	0%	-11%	21%	0%
C[C@@H]1CN([C@H](C)CO)C(=O)c2c(c3ccccc3n2C)-c2ccccc2CO[C@H]1CN(C)S(=O)(=O)c1cn(C)cn1
    7%	.	12%	9%	48	24%	1%	0%	.
Cc1nc(N)c(C#N)c(-c2ccccc2Cl)c1C
    -6%	4%	-4%	10%	14	7%	-2%	8%	26%
CCOC(=O)c1c(C)oc2ccc(O)c(CN(C)C)c12
    -13%	-2%	-1%	-8%	-23	0%	-1%	13%	3%

Random excerpt: 2 compounds from above
Screens in order – WRN inhibitor	SW480 rereplic	HT1080 IDH1KD tx	ATXN2 expr inh	IL-1B inflam inh	KB-V1 MDR tox	HT1080-NT tox	KB-3-1 tox	MCF10A rerep
CCOC(=O)c1c(C)oc2ccc(O)c(CN(C)C)c12
    -13%	-2%	-1%	-8%	-23	0%	-1%	13%	3%
N#Cc1ccccc1S(=O)(=O)N1CCN(Cc2c(O)ccc3ccccc23)CC1
    -3%	-8%	-4%	2%	3	0%	-11%	21%	0%

Back to the main list; the two compounds before the break are reprinted first.
Screens in order – WRN inhibitor	SW480 rereplic	HT1080 IDH1KD tx	ATXN2 expr inh	IL-1B inflam inh	KB-V1 MDR tox	HT1080-NT tox	KB-3-1 tox	MCF10A rerep
Cc1nc(N)c(C#N)c(-c2ccccc2Cl)c1C
    -6%	4%	-4%	10%	14	7%	-2%	8%	26%
CCOC(=O)c1c(C)oc2ccc(O)c(CN(C)C)c12
    -13%	-2%	-1%	-8%	-23	0%	-1%	13%	3%
O=C(Nc1ccccc1C(=O)N1CCN(CCO)CC1)c1cccc([N+](=O)[O-])c1
    -5%	12%	?	8%	i	-21%	12%	1%	-11%
COc1ccc(NC(=O)N2CCCC(C(=O)NC(C)C)C2)cc1 (stereo not drawn)
    9%	-11%	0%	-1%	-3	14%	0%	11%	3%
O=C(NCc1cc(C(F)(F)F)ccc1F)C1CCC(=O)N(C2CCCCCC2)C1 (stereo not drawn)
    -4%	?	-19%	-11%	-13	4%	-5%	-5%	2%
Cn1ncc(-c2ccno2)c1C(=O)O
    -7%	?	-1%	-9%	0	1%	1%	7%	-8%
Cc1ccc(/C(O)=C2/C(=O)C(=O)N(Cc3ccco3)C2c2cccs2)cc1 (stereo not drawn)
    -13%	4%	-12%	-2%	-1	-2%	20%	0%	-3%
Cc1ccc(CN2C(=O)CCC2C(=O)NCc2cccnc2)cc1 (stereo not drawn)
    3%	2%	-8%	0%	-9	-9%	10%	11%	4%
O=C(Nc1ccc(F)cc1)c1nc2c(nnn2Cc2cccc3ccccc23)c(=O)[nH]1
    -10%	-7%	-2%	-2%	-98*	3%	-3%	-9%	?
COc1ccc(OC)c(NC(=O)CN(Cc2ccc(F)cc2)C2CCCCC2)c1
    -9%	1%	?	-20%	-18	?	?	16µM*	18µM*
CCn1c(Cc2ccccc2)nnc1SCC(=O)Nc1ccccc1O
    4%	6%	10%	-11%	-4	-3%	-8%	-1%	3%
Cc1ccc(S(=O)(=O)Nc2cc(=O)[nH]c(SCc3ccc(Cl)cc3)n2)cc1
    -1%	-71%[inhibitor]	-12%	-2%	-21	-24%	-2%	2%	18µM*
CC(Nc1nc(-c2ccc(F)cc2)cs1)c1nc2cc(Cl)c(Cl)cc2n1CCOCCO (stereo not drawn)
    -32%	?	-23%	-9%	0	-11%	?	-16%	?
Cn1c(=O)c(C(=O)c2ccccc2)nc2ccccc21
    -11%	-4%	8%	4%	14	1%	-1%	5%	-1%
Cc1ncc(N=Nc2ccc(F)cc2)c(-c2ccc(Cl)cc2)n1
    -14%	-5%	2%	-14%	-2	6%	2%	0%	0%
CC(C)COC(=O)c1ccccc1N1C(=O)C2C3CCC(C3)C2C1=O (stereo not drawn)
    -29%[57.1 µM]	-2%	-5%	-16%	3	?	-2%	31%	0%
CC(C)c1ccc(S(=O)(=O)N(C)C2(C)CCS(=O)(=O)C2)cc1 (stereo not drawn)
    -1%	-17%	-10%	-17%	8	-1%	-2%	6%	?
O=C(CCNC(=O)c1ccccc1)NN=Cc1ccc(Br)o1
    -28%	-21%	-4%	-20%	-10	4%	-3%	-1%	-9%
CCOC(=O)Cc1csc(NC(=O)C2CCCN(S(=O)(=O)c3cnc[nH]3)C2)n1 (stereo not drawn)
    2%	0%	7%	6%	2	4%	7%	-2%	-1%
Cc1ccc(NC(=O)c2cc(S(=O)(=O)c3ccccc3)ccc2Cl)cc1
    -4%	-6%	-11%	-7%	11	?	0%	-6%	-5%
CC(C)(C)NC(=O)C(c1ccncc1)n1c(=O)c(-c2ccco2)nc2ccccc21 (stereo not drawn)
    7%	.	6%	.	37	-17%	10%	18%	.
NC(=O)c1ccsc1NC(=O)COC(=O)CCCOc1ccccc1
    -1%	-14%	-5%	0%	-1	-2%	1%	0%	7%
O=c1c2ccccc2nc2n1C(CSc1ccccc1)CS2 (stereo not drawn)
    -5%	2%	4%	3%[11.3 µM]	24	24%	22%	-2%	-4%
CN(C)c1ccc(CC(=O)N2CCCCC2c2cc(C(=O)Nc3cccc4c3CCCC4)no2)cc1 (stereo not drawn)
    10%	.	-8%	-14%	-16	-7%	-9%	0%	.
COc1ccc2c(c1)cc(C(O)c1ccccn1)n2S(=O)(=O)c1ccccc1 (stereo not drawn)
    0%	-13%	0%	11%	0	-26%	6%	-5%	14%
